# High-throughput results as filed in PubChem.
# Myeloid diff MLP = promotes myeloid progenitor differentiation | ER-HoxA9 myeloid progenitors, lysozyme-GFP differentiation, flow cytometry | calls only at 10 µM | hit rate 1% among 360,000 | AID 624256;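 active = normalized GFP-positive differentiation at or above the plate's own cutoff, the solvent-only control mean plus 3 SD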;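 note: cells exposed to compound for four days before flow analysis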
# K1F lysis inhibition = inhibition of K1F phage lysis, E. coli UTI89, bacterial capsule biogenesis inhibitors, alamar blue (AID 488966); hit rate 0.02% among 340,000; inhibition, % at 100 µM; hits with a dose series show IC50 in µM; E. coli UTI89 K1F phage lysis, alamar blue, 2 h; higher % means a stronger effect;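 active = phage lysis inhibition, versus mean bacterial control, above a set limit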;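 note: capsule biogenesis inhibitors block K1F phage lysis so surviving cells raise fluorescence; higher fluorescence means more inhibition of phage lysis; actives were called in the ten point dose series up to 300 µM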
# Myeloid diff MLP GFP+ MAC1+ % = also measured in Myeloid diff MLP; calls as there; GFP+ MAC1+ double positive, %; measured here: differentiation confirmed by MAC1 staining
# * = called active by the depositor; i = inactive; [ ] = remark or other dose. These rows are one share of the data. The share of hits here may be higher or lower than overall.
molecule,Myeloid diff MLP GFP+ MAC1+ %,Myeloid diff MLP,K1F lysis inhibition
O=S(=O)(c1ccc(Br)s1)N1CCN(CCOc2ccccc2)CC1,0.4,i,0.0%[50 µM]
CN(CC(=O)Nc1cccc(F)c1)C(=O)Cc1n[nH]c(=O)c2ccccc12,0.3,i,0.6%[50 µM]
CCNC(=O)CC1C(=O)N(c2ccc(OC)cc2)C(=O)N1CCOC (stereo unspecified),0.4,i,0.1%
O=C(Nc1cc(Cl)ccc1N1CCOCC1)C1=COCCO1,1.6,i,1.4%[50 µM]
Cc1c(Cl)cccc1NS(=O)(=O)c1cccc2nsnc12,0.8,i,-0.2%
O=C(CN1C(=O)NC2(CCCCCCC2)C1=O)Nc1cccc(Br)c1,1.6,i,-0.3%[50 µM]
Oc1ccc(Cl)cc1CNCc1ccc(Cl)cc1,2.5,i,-1.2%
C=CC[C@H](CC(=O)N(CCO)Cc1ccccc1)C(=O)NCCOC(=O)[C@H](CC=C)CC(=O)OC(C)(C)C,0.5,i,-0.3%
Cc1ccc(NC(=O)CN2CCCC2c2cccs2)cc1S(=O)(=O)N1CCCCC1 (stereo unspecified),0.7,i,0.2%[50 µM]
O=C(CNC(=O)OCc1ccccc1)NCC(=O)Oc1ccc([N+](=O)[O-])cc1,0.6,i,-0.9%
Cc1ccccc1NC(=O)C(=O)NCCCN1CCCC1=O,0.6,i,-1.1%
COc1cc(OC)c2c(-c3ccccc3)cc(=O)oc2c1C(CCN1CCOCC1)c1ccc(N(C)C)cc1 (stereo unspecified),0.7,i,-0.1%
CCCCC[C@@H]1C=C(C(=O)O)[C@H](c2ccc(C#N)cc2)N1S(=O)(=O)c1ccc(C)cc1,0.2,i,0.0%
O=C(CSc1nc(=O)n(CCCN2CCOCC2)c2c1CCCC2)Nc1cccc([N+](=O)[O-])c1,1.3,i,1.3%[50 µM]
CCNC(=O)c1cccc(NC(=O)C2CC(=O)N(CCc3ccccc3)C2)c1 (stereo unspecified),0.4,i,1.3%[50 µM]
Cc1cccc(NC(=O)c2nc[nH]c2C(=O)N2CCc3ccccc3C2)c1,1.3,i,-0.7%
Cc1ccc(NC(=O)CSCC(=O)Nc2ccc(S(=O)(=O)N3CCCC3)cc2)cc1,0.5,i,0.7%[50 µM]
Cc1ccccc1/C=N/NC(=O)c1cccnc1,0.3,i,0.0%
Cc1cc(C(=O)COC(=O)c2n[nH]c(=O)c3ccccc23)c(C)n1C(C)C,1.2,i,0.3%[50 µM]
COC(=O)C[C@H]1c2cc(C(F)(F)F)ccc2S(=O)(=O)N1Cc1ccc(OC)cc1,1.6,i,0.6%
COc1cc(/C=C/C(=O)OCC(=O)NCCc2ccc(F)cc2)ccc1OC(F)F,0.9,i,2.1%
O=c1cc(-c2ccc(O)c(O)c2)oc2ccc3ccccc3c12,0.6,i,0.1%[50 µM]
NC(=O)c1c(NC(=O)COC(=O)c2ccc(O)c(Cl)c2)sc2c1CCCC2,1.1,i,0.1%
O=C1NC(=S)SC1=Cc1ccccc1Cl,1.2,i,-2.9%
CCOc1ccccc1C(=O)OCC(=O)NCC1CCCO1 (stereo unspecified),0.5,i,0.8%[50 µM]
COc1ccc(C2(C)NC(=O)N(CC(=O)NC3CC3)C2=O)cc1 (stereo unspecified),0.6,i,-2.5%
C[C@]1(C2CCCC2)Cc2cc(OCC(=O)O)c(Cl)c(Cl)c2C1=O,1.4,i,3.1%
CCOC(=O)C1CC2=C(CCCC2=O)N(Cc2ccccc2)C1=O (stereo unspecified),1.9,i,0.2%
CC1CN(S(=O)(=O)c2cccc(C(=O)NCC(c3cccs3)N3CCOCC3)c2)CC(C)O1 (stereo unspecified),0.7,i,0.1%
COc1ccccc1CNC(=O)COC(=O)Cc1ccc(F)cc1,0.8,i,0.1%[50 µM]
CC(CO)NS(=O)(=O)c1ccc(Br)cc1F (stereo unspecified),0.0,i,0.2%
CC(C)n1cc(C#N)c(N)n1,0.9,i,1.0%
Cc1cccc(NS(=O)(=O)c2cccc(C(=O)N3CC(C)OC(C)C3)c2)c1 (stereo unspecified),0.2,i,0.2%[50 µM]
Cc1c(C)n2c(SCC(=O)NC3CCCCC3)nnc2[nH]c1=O,0.5,i,1.4%[50 µM]
COc1ccccc1C(=O)NCCC(=O)NC1CCC(C)CC1 (stereo unspecified),0.3,i,0.7%[50 µM]
CSCCC(NC(=O)c1ccco1)C(=O)N1CCC(C(N)=O)CC1 (stereo unspecified),0.9,i,1.5%[50 µM]
CCCCOn1c(C)c(C(=O)OCC)c2c3nonc3ccc21,1.3,i,-0.1%
Cc1ccc(S(=O)(=O)N2CCOCC2)cc1NC(=O)COC(=O)c1ccc(Br)cc1,0.5,i,-2.0%
CC(=O)N/C(=C\c1ccccc1)C(=O)OCC(=O)c1ccc(F)cc1,1.3,i,0.7%[50 µM]
CCCCN(C(=O)CCN1C(=O)C2CC=CCC2C1=O)c1c(N)n(CCCC)c(=O)[nH]c1=O (stereo unspecified),0.2,i,0.8%[50 µM]
Cc1csc(CNc2ncnc3ccc(-c4ccc5c(c4)OCO5)cc23)c1,2.4,i,0.4%
CCN1CCN(S(=O)(=O)c2ccc(Cl)c(C(=O)N(CC)Cc3ccccc3)c2)CC1,0.6,i,1.1%[50 µM]
COc1ccc([N+](=O)[O-])c(OC)c1C(=O)NC(=O)Nc1c(C)cccc1C,0.4,i,0.2%
Cn1c(N)c(C(=O)COC(=O)c2ccc(F)cc2Cl)c(=O)n(C)c1=O,0.8,i,0.9%[50 µM]
CC(=O)N1Cc2[nH]c3ccccc3c2CC1C(=O)O (stereo unspecified),1.1,i,12.7%
CCOC(=O)CCN,4.8,i,1.5%
CCN(C(=O)COC(=O)[C@H](C)N=C1NS(=O)(=O)c2ccccc21)C1CCS(=O)(=O)C1 (stereo partly specified),0.4,i,1.3%[50 µM]
CCN(CC(=O)Nc1c(F)cccc1F)C(=O)CCNS(=O)(=O)c1ccc(C)c(C)c1,1.2,i,1.8%[50 µM]
Cc1cccc(OCc2nnc(SCC(=O)N(C)C3CCCCC3)o2)c1,1.1,i,0.6%[50 µM]
O=C(C[C@@H]1C/C=C\C[C@@H](Cc2ccc(F)cc2)C(=O)OC[C@H]2CCCN2C1=O)NCCO,1.1,i,0.9%

# Record cards, from the list above. Screens in order: Myeloid diff MLP GFP+ MAC1+ %, Myeloid diff MLP, K1F lysis inhibition
# Results for CCOC(=O)CCN : 4.8, i, 1.5%
# Results for CCN1CCN(S(=O)(=O)c2ccc(Cl)c(C(=O)N(CC)Cc3ccccc3)c2)CC1 : 0.6, i, 1.1%[50 µM]
# Results for Cc1cccc(OCc2nnc(SCC(=O)N(C)C3CCCCC3)o2)c1 : 1.1, i, 0.6%[50 µM]
# Results for CCN(CC(=O)Nc1c(F)cccc1F)C(=O)CCNS(=O)(=O)c1ccc(C)c(C)c1 : 1.2, i, 1.8%[50 µM]
# Results for CC(=O)N1Cc2[nH]c3ccccc3c2CC1C(=O)O (stereo unspecified) : 1.1, i, 12.7%

# Following part.
molecule,Myeloid diff MLP GFP+ MAC1+ %,Myeloid diff MLP,K1F lysis inhibition
CC(C(=O)O)c1cccc(Oc2ccccc2)c1 (stereo unspecified),2.2,i,-3.8%
NC(=O)c1ccc(NC(=O)c2ccc(COc3ccc(F)cc3)o2)cc1,0.5,i,0.2%[50 µM]
CC1CCCC(C)N1C(=O)COC(=O)c1n[nH]c(=O)c2ccccc12 (stereo unspecified),0.6,i,0.4%[50 µM]
O=C(c1ccc(S(=O)(=O)Nc2ccccc2Cl)cc1)N1CCCC1,0.4,i,0.4%[50 µM]
COP(=O)(OC)c1nc(-c2ccc(C)cc2)oc1N1CCCCC1,0.2,i,0.1%
CC1(C)NC(=O)N(CC(=O)Nc2ccc(-n3cnnn3)cc2)C1=O,1.1,i,-0.7%
C[C@H](OC(=O)n1ccnc1)[C@@H]1O[C@@]2(C)CCC[C@@H]1O2,0.2,i,-0.1%
O=C(CC(=O)c1ccccc1)Nc1ccccc1,0.7,i,0.5%
CN1CCN(CCn2c(=S)[nH]c3ccccc3c2=O)CC1,0.4,i,-0.1%
Cc1ccc(O)c(CNCCNCc2cc(C)ccc2O)c1,1.6,i,2.9%
CC(C)(C)OC(=O)N(CCc1ccccc1)Cc1ccccc1OCc1ccc(NC(=O)C2CCCC2)cc1,0.6,i,0.0%
CCN(C[C@H]1N[C@@](Cc2ccccc2)(C(=O)OC)[C@H]2C(=O)N(Cc3ccccc3)C(=O)[C@@H]12)C(=O)Nc1ccc(Cl)cc1,0.7,i,0.1%
O=C(Cc1ccccc1)c1c[nH]c(C(=O)C(Cl)(Cl)Cl)c1,1.7,i,0.3%
C=C[C@H](CC(C)C)N(Cc1ccccc1)S(=O)(=O)N(Cc1ccc(OC)cc1)[C@H](C=C)CC(C)C,1.8,i,4.2%
O=c1c2cc(O)c(O)cc2oc2cc(O)c(C3OC(CO)C(O)C(O)C3O)c(O)c12 (stereo unspecified),1.5,i,1.4%
Cn1nc(C(=O)Nc2ccccc2Cl)cc1C(=O)Nc1ccccc1Cl,0.2,i,-0.9%
CC12CCC(C(=NO)C1=NO)C2(C)C (stereo unspecified),0.9,i,-2.0%
COc1ccc(CNS(=O)(=O)CCNC(=O)c2ccc(OC)cc2)cc1,0.5,i,1.1%[50 µM]
COc1cccc(C(=O)COC(=O)COc2c(C)cc(C)cc2C)c1,0.3,i,0.2%[50 µM]
Cc1cc(-n2c(C)cc(C(=O)CSc3nncn3C)c2C)no1,1.2,i,1.1%
O=C(c1ccc(Cl)s1)N(Cc1nnc(-c2ccccc2Cl)o1)C1CC1,0.7,i,0.8%[50 µM]
Cc1c(C(=O)OCC(=O)N2CCCCC2C)oc2ccccc12 (stereo unspecified),0.2,i,0.6%[50 µM]
COCCN(C(=O)c1cccc(-n2cnnn2)c1)c1c(N)n(CC(C)C)c(=O)[nH]c1=O,0.9,i,0.2%[50 µM]
CN(C)c1ccc(C2N(C)C(=O)c3ccccc3N2C)cc1 (stereo unspecified),0.3,i,0.4%
CCCn1c(N)c(N(CCOC)C(=O)c2ccc(-c3ccc(Cl)cc3)o2)c(=O)[nH]c1=O,0.7,i,0.8%[50 µM]
Cc1cccc(-n2c(Cc3cc(=O)[nH]c(=O)[nH]3)nnc2SCC(=O)NCc2ccco2)c1,0.8,i,0.0%
Cc1ccccc1OCC(=O)OCC(=O)Nc1ncc(Cl)c(C)c1Cl,0.3,i,0.4%[50 µM]
COc1ccc(C)cc1NC(=O)CCCN1C(=O)NC(C)(C)C1=O,0.1,i,0.8%[50 µM]
O=c1c(O)c(-c2ccccc2)oc2ccccc12,1.8,i,5.8%
NC(=O)c1ccc(NC(=O)COC(=O)C2CC3C=CC2C3)cc1 (stereo unspecified),1.6,i,-0.2%
COC(=O)[C@H](CCSC)NC(=O)Cn1cnc2c(SC)nc(N)nc21,0.1,i,0.2%
OC[C@@H]1[C@@H](c2ccccc2)C(c2ccccc2)=NN1c1ccccc1,1.1,i,0.3%
CCc1cc(C(=O)N(C)CC(=O)Nc2c(Cl)cccc2Cl)sc1C,1.7,i,0.5%[50 µM]
Cc1ccc(C(=O)NC(=S)N(C)Cc2ccccc2)cc1,0.8,i,0.5%
COc1ccc(CC2c3cc(OC)c(OC)cc3CC[N+]2(C)CCC(=O)OCCCCCOC(=O)CC[N+]2(C)CCc3cc(OC)c(OC)cc3C2Cc2ccc(OC)c(OC)c2)cc1OC (stereo unspecified),7.7,i,-0.1%
O=C(Cc1ccccc1)NCCS(=O)(=O)N1CCN(c2ccccc2)CC1,1.1,i,1.6%[50 µM]
Cc1ccccc1Nc1nc(N)nc(COC(=O)c2ccco2)n1,0.5,i,i
COc1ccc(C(C)=O)cc1COC(=O)c1ccc2c(c1)OCCO2,0.4,i,0.4%[50 µM]
CCCCOc1ccc(C(=O)NN2CCOCC2)cc1,0.3,i,0.5%
CCc1sc(C(=O)Nc2ccc(OC)c(S(=O)(=O)N3CCOCC3)c2)cc1C,1.3,i,0.2%[50 µM]
O=C(CN1CCN(c2ccccc2O)CC1)Nc1ccc(S(=O)(=O)N2CCCCCC2)cc1,0.7,i,-0.7%[50 µM]
COc1ccc(OC)c2nc3c(cc12)CCC3,0.3,i,-0.1%
Nc1cc(=O)[nH]c(SCC(=O)Nc2cccc(S(=O)(=O)N3CCCCC3)c2)n1,0.5,i,-1.6%
O=C(N[C@@H]1C/C=C\C[C@@H](CC(=O)N(CCO)Cc2ccccc2)C(=O)NC[C@H](c2ccccc2)OC1=O)OCC1c2ccccc2-c2ccccc21,1.1,i,-0.6%
Nc1ccccc1C(=O)N1O[C@@H]2C=C[C@H]1C2,3.4,i,-0.2%
CCn1c(SCC(=O)NCCCN2CCCC2=O)nnc1-c1cccc(C)c1,0.8,i,0.1%[50 µM]
O=C(NC(=S)N1CCOCC1)c1cn(-c2ccccc2)nc1-c1ccccc1,0.4,i,0.8%[50 µM]
NS(=O)(=O)c1cccc(NC(=O)COC(=O)c2ccc(S(=O)(=O)N3CCOCC3)cc2)c1,1.3,i,-0.1%[50 µM]
